Screening data from PubChem.
USP1-UAF1 inh – USP1/UAF1 (human) deubiquitinase inhibition | recombinant USP1/UAF1, Ub-Rhodamine cleavage fluorescence | Potency, µM (doses to about 57.1 µM), without a hit: at the highest dose activity change, negative = inhibition, hits mostly inhibitors | AID 743255 | O94782 | 390,000 compounds, 0.23% hits; note: potency is the fitted concentration of half-maximal effect; % is set by controls: 0 for no effect and ±100 for the full control effect; nearly all actives have a fitted effect of over 60% in size; inactives centre near -12
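In this screen, compounds sit with the deubiquitinase complex (1nM) for 15 min at room temperature before Ub-Rho is added at 150nM final. Fluorescence rise is then followed for 6 reads every 60 seconds.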
GLS inhibitor – inhibitors of human glutaminase (GLS) | GLS enzymatic activity, qHTS titration | Potency, µM (doses to about 45.5 µM), for inactives: top-dose activity change, negative = inhibition, hits mostly inhibitors | 410,000 compounds, 0.21% hits | AID 624170; note: potency is the fitted concentration of half-maximal effect; % is set by controls: 0 for no effect and ±100 for the full control effect
Target sequence (O94925 whole entry, looked up): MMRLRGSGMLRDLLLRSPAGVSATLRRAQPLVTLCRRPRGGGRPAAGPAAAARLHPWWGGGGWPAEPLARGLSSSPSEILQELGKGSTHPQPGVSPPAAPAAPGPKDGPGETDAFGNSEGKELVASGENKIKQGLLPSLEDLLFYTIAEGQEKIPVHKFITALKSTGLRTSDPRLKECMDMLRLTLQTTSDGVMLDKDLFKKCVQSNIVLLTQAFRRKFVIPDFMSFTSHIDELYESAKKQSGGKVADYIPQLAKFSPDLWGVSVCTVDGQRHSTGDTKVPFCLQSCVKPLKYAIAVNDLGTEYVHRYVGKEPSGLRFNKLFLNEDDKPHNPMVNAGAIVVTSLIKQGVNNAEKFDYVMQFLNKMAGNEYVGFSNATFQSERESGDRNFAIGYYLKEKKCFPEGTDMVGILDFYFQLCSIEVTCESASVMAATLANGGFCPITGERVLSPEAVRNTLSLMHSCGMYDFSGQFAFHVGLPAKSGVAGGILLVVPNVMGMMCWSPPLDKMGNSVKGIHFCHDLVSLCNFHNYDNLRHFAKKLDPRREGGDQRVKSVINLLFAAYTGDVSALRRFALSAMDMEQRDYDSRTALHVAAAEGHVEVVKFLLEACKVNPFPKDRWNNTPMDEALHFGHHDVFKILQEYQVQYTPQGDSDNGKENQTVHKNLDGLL
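Glutamate formation by hKGA was monitored fluorometrically using coupled glutamate oxidase, HRP and Amplex Red. Substrate was added as 1 mM L-glutamine solution; incubation was 30 min at RT after an initial read.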
TrxR1 substrate – rat thioredoxin reductase 1 substrate activity; O89049; purified TrxR1 substrate turnover, NADPH consumption readout; Potency, µM (highest dose often 114 µM), inactives show at the highest dose activity change, negative = substrate turnover; 390,000 compounds, 0.01% hits; AID 588456; note: potency is the fitted concentration of half-maximal effect; % is set by controls: 0 for no effect and ±100 for the full control effect; nearly all actives have a fitted effect of over 50% in size
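Rat TrxR1, dispensed at 90 nM, was prereduced with 400 uM NADPH (final) for 5 min at ~22 deg C, then incubated with compound 15 min before 400 uM selenite. A first-read NADPH fluorescence drop versus no-compound background flagged substrates.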
PI4K2A block – PI4K2A (human) kinase inhibition; Q9BTU6; purified PI4K2A, ADP-Glo luminescence, 1 h; stronger effect = lower value; activity change, negative = inhibition, % at 76.9 µM; 420,000 compounds, 0.13% hits; in the data active = activity change below about -50%; inconclusive = mostly about -30% to -49%;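 note: -100% = wells without enzyme as full effect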
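In this quantitative HTS, ADP production by PI4K2A was quantified luminescently after 1 h at ambient temperature; 100 microM adenosine served as plate-quality control.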
PGK inhibitor – inhibitors of T. brucei phosphoglycerate kinase. AID 602233. PGK/GAPDH coupled, Kinase-Glo luminescence, 60 min. P07378. 380,000 compounds, 0.043% hits. Potency, µM (titrated, usually from 57.5 µM), inactives show top-dose activity change, negative = inhibition, most hits filed as inhibitors; note: potency is the fitted concentration of half-maximal effect; % is set by controls: 0 for no effect and ±100 for the full control effect; nearly all actives have a fitted effect of over 60% in size
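Luminescent ATP detection (Kinase-Glo Plus) follows a 60-minute room-temperature incubation, with wells lacking PGK as controls. Buffer: 100 mM TEA (pH 7.6), 5 mM MgCl2, 0.01% Tween-20. Coupling enzyme GAPDH (100 nM final) supplies unstable 1,3-BPG in-well.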
mIDH1 inhibitor – human IDH1 R132H inhibition. O75874. IDH1-R132H enzyme, NADPH consumption, diaphorase/resazurin fluorescence. Potency, µM (top dose mostly 76.6 µM), without a hit: top-dose activity change, negative = inhibition, most hits filed as inhibitors. 390,000 compounds, 0.093% hits. AID 602179; note: potency is the fitted concentration of half-maximal effect; % is set by controls: 0 for no effect and ±100 for the full control effect; nearly all actives have a fitted effect of over 65% in size
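IDH1-R132H (0.5 ug/mL) preincubated 30 min with compound, then NADPH (0.016 mM) and alpha-KG (2 mM) added; 80 min at RT, pH 7.5. Remaining NADPH coupled via diaphorase/resazurin to fluorescence (540/590 nm); concentration-response curves normalized to no-enzyme control.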
rTrxR1 inhibitor – blocks rat thioredoxin reductase 1; Potency, µM (titrated, usually from 114 µM), for the others: at the top dose activity change, negative = inhibition, actives largely listed as inhibitors; recombinant rTrxR1, NADPH fluorescence consumption, selenite substrate; AID 588453; 390,000 compounds, 1% hits; O89049; note: potency is the fitted concentration of half-maximal effect; % is set by controls: 0 for no effect and ±100 for the full control effect; nearly all actives have a fitted effect of over 65% in size
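Rat TrxR1 (90 nM in the dispensed reagent) was pre-reduced with 400 uM NADPH for 5 min at room temperature, then incubated with compound for 15 min. After 400 uM selenite was added, NADPH fluorescence (Ex 340/Em 450 nm) was followed for 8 min.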
Pin1 inh – human Pin1 inhibition; Q13526; Pin1 FP peptide displacement, HiFluor488, 10 min; Potency, µM (doses to about 115 µM), for inactives: at the highest dose activity, negative = inhibition, usual class: inhibitors; 390,000 compounds, 0.009% hits; AID 504891; active = well fitted inhibition curve with a large enough effect in the polarisation, with a control signal flat, not every such curve was filed as active; inconclusive = small, poorly fitted or top-dose-only effect, or effect the other way, or a change in a side signal; inactive = no such curve, though single readings can be large or run the other way; the % refers to the polarisation; note: potency is the fitted concentration of half-maximal effect; % is set by controls: 0 for no effect and ±100 for the full control effect
Target sequence (Q13526 whole entry, looked up): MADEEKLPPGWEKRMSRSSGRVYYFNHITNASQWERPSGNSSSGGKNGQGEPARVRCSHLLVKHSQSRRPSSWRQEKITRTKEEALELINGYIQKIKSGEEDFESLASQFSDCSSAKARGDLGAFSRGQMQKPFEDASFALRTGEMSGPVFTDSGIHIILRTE
HP1b chromo inh – inhibitors of HP1-beta chromodomain binding to methylated histone tails. AID 540317. Potency, µM (highest dose often 114 µM), inactives show at the highest dose activity change, negative = inhibition, most hits filed as inhibitors. AlphaScreen HP1-beta / biotin-H3K9me3 peptide binding. P83916. 390,000 compounds, 0.56% hits; note: potency is the fitted concentration of half-maximal effect; nearly all actives have a fitted effect of over 70% in size; inactives centre near 23
Target sequence (P83916 whole entry, looked up): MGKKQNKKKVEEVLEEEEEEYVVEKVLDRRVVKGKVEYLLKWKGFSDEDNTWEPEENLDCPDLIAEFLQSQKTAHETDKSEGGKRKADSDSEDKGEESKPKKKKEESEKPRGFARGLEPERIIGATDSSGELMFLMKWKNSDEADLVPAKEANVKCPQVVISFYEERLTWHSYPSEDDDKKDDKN
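AlphaScreen: HP1-beta (50 nM) preformed 30 min with biotin-H3(1-18)K9me3 peptide (50 nM) in PBS pH 7.4, 0.01% Tween-20. Compound added for 30 min at RT, then streptavidin donor/nickel chelate acceptor beads (10 ug/mL) for 30 min.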
Active calls of the source: *; i = inactive; ? = inconclusive; · = no result given; & = joins results of further samples; [ ] = another dose, or the depositor's remark. Unless noted, calls come from the whole dose curve; as a rule, active = well fitted curve in the direction sought with a large enough effect; inconclusive = small, poorly fitted or top-dose-only effect, or another doubt; inactive = no such curve, though single readings can be large; an effect the other way counts as inactive or inconclusive. Some of the compounds tested, so the mix of outcomes need not match the whole.

SMILES | USP1-UAF1 inh | GLS inhibitor | TrxR1 substrate | PI4K2A block | PGK inhibitor | mIDH1 inhibitor | rTrxR1 inhibitor | Pin1 inh | HP1b chromo inh
Cc1c(Cl)cccc1NC(=O)N1CCC(CN2CCOCC2)CC1 | -11% | -14% | 0% | -2 | -2% | -5% | 8% | -2% | 23%
Cc1ccc(S(=O)(=O)N2CCOCC2)cc1C(=O)OCC(=O)N1CCCCC1 | -9% | 1% | 2% | -1 | -6% | 4% | 5% | 5% | 28%
CCOC(=O)CCc1c(C)nc2c(c(C)nn2-c2ccc(C)cc2)c1C | -11%&-7% | -5%&0% | 19%&26% | -1&0 | -7%&7% | 4%&8% | 12%&25% | -3%&8% | 49%&27%[activator]
O=C(CN1C(=O)c2ccccc2S1(=O)=O)c1ccc(OC(F)F)cc1 | 1% | -1% | -16% | 2 | i | 3% | -17% | 4% | 19%
Cc1sc2nc(SCC(=O)N3CCOCC3)[nH]c(=O)c2c1C | 6% | 3% | -8% | 2 | 0% | 6% | -8% | 5% | 34%
O=C(NCCc1ccccc1)c1cc(-c2ccc(Cl)c(Cl)c2)on1 | -15% | 4% | 5% | -1 | -10% | 21% | 16% | 0% | 14%
O=C(NC(=S)NCCc1ccc(Cl)cc1)c1ccco1 | -27% | 73%[activator] | -4% | 0 | 9% | -3% | -8% | ? | -12%
COc1ccccc1NC(=O)Nc1c(C)n(C)n(-c2ccccc2)c1=O | -5% | 30% | 7%[57.1 µM] | 3 | -7% | 4% | 7%[57.1 µM] | 0% | 32%
Cc1ccc(NS(=O)(=O)c2ccc(-c3csc(C)n3)s2)c(C)c1 | -1% | 2% | 2%[57.1 µM] | 3 | -1% | 0% | 17%[57.1 µM] | -1% | 6%
CCN(CC)S(=O)(=O)c1ccc(C)c(NC(=O)COc2ccc(Br)cc2Cl)c1 | -12% | -2% | 2% | -6 | 9% | 6% | 1% | 1% | 20%
Cc1nnc(NCc2ccccc2)c2ccccc12 | 9% | 1% | -7%[57.1 µM] | -1 | 10% | 7% | -2%[57.1 µM] | 0% | 3%
CCN(CC)C(=O)CSc1nnc2nnc3cc(C)ccc3n12 | -16% | 0% | -20% | 1 | -6% | 0% | -21% | ? | 33%
Cc1ccc(CN(C)C(=O)c2cccc(S(=O)(=O)N3CCN(Cc4ccccc4)CC3)c2)o1 | -7% | 1% | -12% | -9 | 0% | 0% | -23% | 2% | ?
CCc1ccccc1NC(=O)C(C)n1c(=O)cc(C)c2c(C)nn(-c3ccccc3)c21 (stereo unspecified) | -10% | -10% | 3%[57.1 µM] | 2 | 9% | 7% | 31%[57.1 µM] | -7% | -2%
C/C(=N/NC(=O)c1cc(-c2ccc(Cl)s2)[nH]n1)c1ccco1 | 1% | 2% | -3%[57.1 µM] | -6 | -3% | 3% | 10%[57.1 µM] | 1% | 25%
NC(=O)c1ccccc1NC(=O)CCCCCn1nnc2ccccc2c1=O | 0% | 6% | 0% | 25 | 6% | -2% | -2%[57.1 µM] | 2% | 40%[activator]
CC(C)OC(=O)NCN1C(=O)C2C3C=CC(C3)C2C1=O (stereo unspecified) | -2% | 7% | 4% | 4 | 1% | -1% | 15%[57.1 µM] | -12% | 29%
CCCC(=O)Nc1ccc(S(=O)(=O)N2CCC(c3nc4ccccc4[nH]3)CC2)cc1 | -9% | -6% | -10% | -2 | -6% | 2% | -12% | 25% | 32%
COc1cc(NS(=O)(=O)c2ccc3c(c2)n(C)c(=O)n3C)cc(OC)c1 | -15% | 2% | -1%[57.1 µM] | 3 | i | 8% | 15%[57.1 µM] | -1% | 29%
COc1ccc(C(=O)NCCS(=O)(=O)NCC2CCCO2)cc1 (stereo unspecified) | 0% | 3% | 4%[57.1 µM] | 2 | -4% | -2% | 15%[57.1 µM] | -8% | 12%
O=C(Nc1ccccc1)Nc1nnc(COc2ccccc2F)s1 | -9% | 18% | -9%[57.1 µM] | 3 | i | 17% | -2%[57.1 µM] | 13% | 20%
O=C(O)CN1CCN(Cc2ccccc2F)C1=O | -12% | 0% | -7% | 4 | -4% | 3% | 0% | -12% | 28%
COCn1cnc(-c2ccccc2)c1-c1ccccc1 | -18% | -2% | -10% | -4 | -7% | -7% | -10% | 1% | 2%
Nc1nc(CN2CCN(Cc3ccccc3)CC2)nc(Nc2ccc3c(c2)OCCO3)n1 | -18% | 12% | 1% | 2 | i | 2% | -19% | 3% | 27%
CCN(CC)c1cc(CS(=O)c2ccccc2)nc(-c2ccccc2)n1 (stereo unspecified) | -8% | 6% | -14% | -1 | -9% | 3% | 3% | ? | 38%

The list goes on.
SMILES | USP1-UAF1 inh | GLS inhibitor | TrxR1 substrate | PI4K2A block | PGK inhibitor | mIDH1 inhibitor | rTrxR1 inhibitor | Pin1 inh | HP1b chromo inh
Cc1cccn2c(=O)c3cc(C(=O)NC4CCS(=O)(=O)C4)sc3nc12 (stereo unspecified) | -18% | -8% | 151%[activator] | -7 | -10% | 7% | -23% | 43%[activator] | 36%[activator]
O=C(CNc1ccc(C(F)(F)F)cc1)Nc1cccc(S(=O)(=O)N2CCCC2)c1 | -6% | 1% | -4% | 0 | 1% | -3% | 21% | ? | 27%
COC(=O)c1cc(NS(=O)(=O)c2cccc(Cl)c2)ccc1N1CCOCC1 | -22% | 23% | 3% | 0 | -2% | -7% | 9% | 1% | 51%[activator]
CC(O)C(NS(=O)(=O)c1ccc(Cl)cc1)C(=O)OCc1nnc(-c2ccccc2)o1 (stereo unspecified) | -12% | 1% | -2% | 5 | 0% | -1% | 6% | -1% | 13%
CCOc1cnc(-c2ccccc2F)o1 | -8% | -17% | 15%[57.1 µM] | 5 | i | 11% | 16%[57.1 µM] | -2% | ?
C/C=C/c1ccc(OCC(O)CN(C)Cc2ccc(SC)cc2)c(OC)c1 (stereo unspecified) | -13% | -4% | -9% | 1 | · | 10% | -24% | -3% | ?
Cc1[nH]c2ccc(C(=O)OC(C)C(=O)NC3CCCCC3C)cc2c1C (stereo unspecified) | -21% | 9% | 13% | 7 | 5% | -8% | 34% | 19% | 47%[activator]
COc1ccc(NS(=O)(=O)c2csc(C(=O)Nc3ccccc3)c2)cc1 | -20% | -10% | 12%[57.1 µM] | -8 | -4% | 14% | 24%[57.1 µM] | -8% | 14%
O=C(CSc1nc(-c2ccccc2)cn1-c1ccccc1)Nc1ccccc1 | -23% | -7% | 2%[57.1 µM] | -5 | -8% | 0% | 21%[57.1 µM] | -6% | ?
Cc1ccc(/C=N/N2CCN(Cc3ccccc3)CC2)cc1 | -23% | 0% | 7% | 1 | 6% | -6% | 36%[activator] | -5% | -16%
CCOC(=O)CS(=O)(=O)c1nc(-c2ccccc2)cc(C(F)(F)F)n1 | -2% | 4% | 8%[57.1 µM] | 2 | 3% | -1% | ? | -1% | 46%[activator]
O=C(O)c1ccc(-c2ccc(Cl)cc2Cl)o1 | 1% | 21% | -3% | -3 | -7% | 2% | -13% | -1% | 3%
O=C(CN1C(=O)CCSc2ccccc21)Nc1ccc2c(c1)OCCO2 | 8% | 2% | -3% | 4 | -3% | 1% | 22% | -6% | 5%
O=C(CN1C(=O)c2cccc3cccc(c23)C1=O)N1CCCCC1 | -3% | 4% | 23%[57.1 µM] | 3 | i | 13% | 6%[57.1 µM] | -2% | 12%
Cc1ccc(OC(C)C(=O)O)cc1C (stereo unspecified) | -4% | -12% | 7%[57.1 µM] | -11 | 9% | -10% | 3% | -3% | 34%
O=C(O)C1CN(c2ncccc2[N+](=O)[O-])C1 | -8% | ? | -19%[57.1 µM] | 1 | 0% | 11% | 27%[57.1 µM] | -16% | -13%
COc1cc(/C=N/Nc2ccc(S(N)(=O)=O)cc2[N+](=O)[O-])cc(OC)c1O | -24% | 33%[activator] | 5% | -28 | i | 3% | 20% | -4% | 30%
O=C(O)CC1(C(=O)O)CC2C=CC1C2 (stereo unspecified) | ? | -7% | · | 0 | -17% | -13% | · | · | ·
COc1ccccc1-c1oc2ccccc2c1-c1ccccc1OC | 13% | 1% | 14% | -4 | -6% | -6% | 31% | -2% | 102%[activator]
Cc1ccc(-n2ccnc(SCC(=O)NCCc3ccccc3)c2=O)cc1F | -9% | 3% | 5%[57.1 µM] | -7 | -1% | -1% | 12%[57.1 µM] | 4% | 21%
Cc1ccc(NC(=O)CSCC(=O)N(C)CCOc2ccc(Cl)cc2)cc1 | -17% | -10% | -4% | -2 | -9% | 8% | 3% | -5% | 51%[activator]
CC(C)CN(C(=O)COC(=O)C1CC1)c1c(N)n(Cc2ccccc2)c(=O)[nH]c1=O | -19% | -2% | -7%[57.1 µM] | 0 | i | 3% | 4% | 5% | 35%
COc1cc(NC(=O)COC(=O)c2ccccc2SCC(=O)N2CCCC2)cc(OC)c1 | -23% | -2% | 0% | -9 | -8% | 9% | 19% | 5% | 33%
COc1ccc(CCN2CC(C(=O)NCc3ccco3)CC2=O)cc1OC (stereo unspecified) | -2% | -14% | -1% | 1 | -10% | -1% | -5% | 3% | -7%
CCCC(C)(C)NC(=O)CCCCC(=O)NC(C)(C)CCC | -2% | 6% | -9% | -2 | -5% | 7% | -4% | -1% | 6%
